PV pol inh: poliovirus RdRp elongation inhibitors, primary screen, biochemical, fluorescence polarization, total intensity; Genome polyprotein (Poliovirus type 1 (strain Mahoney)), P03300; poliovirus polymerase elongation; hits give low values; % elongation, % (compound at 16.7 µg/mL); hit rate 0.66% among 150,000; AID 588519, 2011; in the data active means % elongation below about 90%; further: some results filed as inactive read as strong as hits
Target sequence (P03300 1749-2209 limits assumed): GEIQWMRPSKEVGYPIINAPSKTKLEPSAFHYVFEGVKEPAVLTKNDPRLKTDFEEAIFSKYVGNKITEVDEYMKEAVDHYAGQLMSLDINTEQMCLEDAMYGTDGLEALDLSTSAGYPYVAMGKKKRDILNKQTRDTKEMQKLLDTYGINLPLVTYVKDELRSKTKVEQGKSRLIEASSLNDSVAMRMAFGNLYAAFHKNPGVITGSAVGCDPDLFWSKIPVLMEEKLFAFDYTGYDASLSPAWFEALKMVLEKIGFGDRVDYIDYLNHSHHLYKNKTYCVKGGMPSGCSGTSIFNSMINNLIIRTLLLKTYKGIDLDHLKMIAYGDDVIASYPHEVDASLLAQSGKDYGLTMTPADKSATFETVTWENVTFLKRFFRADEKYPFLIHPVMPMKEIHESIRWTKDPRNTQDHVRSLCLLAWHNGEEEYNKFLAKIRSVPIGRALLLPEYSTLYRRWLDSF
PV pol inh FP z-score: further read-out of PV pol inh, marked with its call; z-score; measured here: FP z-score; hits read low
An asterisk follows results filed as active. A portion of the library; rates above refer to the full screens.

`COc1ccc(-c2noc(-c3cc(-c4ccc(F)cc4)n[nH]3)n2)cc1` gave PV pol inh 103.0 and PV pol inh FP z-score -0.8.
`CN(C(=O)c1c2c(nc3ccccc13)C(=O)N(C1CCCCC1)C2)C1CCCCC1` gave PV pol inh 101.0 and PV pol inh FP z-score 0.
Screening COc1ccccc1C1Nc2c(sc3nc(C)cc(C)c23)C(=O)N1c1ccccc1 (configuration not stated) returned PV pol inh 101.0 and PV pol inh FP z-score -1.7.
O=C(CCn1cnc2ccccc2c1=O)NCc1ccccc1 was read as PV pol inh 103.0 and PV pol inh FP z-score -1.1.
Screening O=C(c1ccccc1)c1ccccc1C(=O)N1CCc2ccccc2C1 returned PV pol inh 101.0 and PV pol inh FP z-score -0.4.
`Cc1cccc(-n2c(SCC(=O)NCc3ccccc3)nc3c(oc4ccccc43)c2=O)c1` gave PV pol inh 103.0 and PV pol inh FP z-score 0.4.
`COCCNC(=O)CCCn1c(SCc2ccccc2Cl)nc2c(sc3ccccc32)c1=O` gave PV pol inh 111.0 and PV pol inh FP z-score 1.6.
For COc1ccc(N=Nc2c(-c3ccc(OC)cc3)[nH]oc2=O)cc1 the results were PV pol inh 73.0 and PV pol inh FP z-score -6.1.
`CC(C)n1nc(C(N)=O)c2ccccc2c1=O` gave PV pol inh 100.0 and PV pol inh FP z-score -0.2.
For Fc1ccc(C(NC2CCCC2)c2nnc(-c3ccccc3)o2)cc1 (configuration not stated) the results were PV pol inh 100.0 and PV pol inh FP z-score -0.2.
`COc1ccc(N2CCN(CCCNS(=O)(=O)c3c(C)noc3C)CC2)cc1` gave PV pol inh 103.0 and PV pol inh FP z-score 0.2.
Screening COc1ccccc1/C=C1\C(=O)/C(=C/c2ccccc2OC)C2CCC1N2C returned PV pol inh 101.0 and PV pol inh FP z-score 0.2.
Screening Cc1ccc(Cl)cc1NC(=O)COC(=O)Cc1ccc(Cl)cc1 returned PV pol inh 101.0 and PV pol inh FP z-score -0.5.
`Cc1ccc(N(C)S(=O)(=O)c2ccc3[nH]cc(C(=O)O)c(=O)c3c2)cc1C` gave PV pol inh 101.0 and PV pol inh FP z-score -1.
Screening COc1ccc(-c2ccc(SC)nn2)cc1OC returned PV pol inh 106.0 and PV pol inh FP z-score 1.3.
For C=CCn1c(NC)nc2c1c(=O)[nH]c(=O)n2C the results were PV pol inh 104.0 and PV pol inh FP z-score 0.5.
`COC(=O)N(c1ccc(OC)cc1)P1(=S)OCCC(C)O1` (configuration not stated) gave PV pol inh 98.0 and PV pol inh FP z-score -0.9.
`O=C(CSc1nnc(-c2ccccc2)o1)c1cccc([N+](=O)[O-])c1` gave PV pol inh 108.0 and PV pol inh FP z-score 0.7.
`O=C(O)c1cccc(Cl)c1C(=O)O` gave PV pol inh 99.0 and PV pol inh FP z-score -0.6.
`CN1CCC(N2CCCC(C(N)=O)C2)CC1` (configuration not stated) gave PV pol inh 99.0 and PV pol inh FP z-score -0.5.
CC1(C)C2CC=C(/C=C(\C#N)C(N)=O)C1C2 (configuration not stated) was read as PV pol inh 98.0 and PV pol inh FP z-score -0.3.
Screening CC(C)(C)N1CSC(=S)N(Cc2ccco2)C1 returned PV pol inh 101.0 and PV pol inh FP z-score 0.2.
For O=C(c1ccccc1)c1ccc2nc(-c3ccco3)c(-c3ccco3)nc2c1 the results were PV pol inh 100.0 and PV pol inh FP z-score -0.2.
CC(=O)N(CC(=O)Nc1ccc(C)cc1)c1ccccc1 was read as PV pol inh 109.0 and PV pol inh FP z-score 0.7.
`O=C1CS/C(=N/C(=O)NCC2CCCC(CNC(=O)/N=C3\NC(=O)CS3)C2)N1` (configuration not stated) gave PV pol inh 100.0 and PV pol inh FP z-score -0.5.
Screening O=c1[nH]cnc2sc3c(c12)CCCC3 returned PV pol inh 101.0 and PV pol inh FP z-score 0.4.
CS(=O)(=O)c1ccc(C(=O)NCCc2ccc(S(N)(=O)=O)cc2)cc1 was read as PV pol inh 104.0 and PV pol inh FP z-score 0.
COc1ccc(CNc2ccccn2)cc1OC was read as PV pol inh 103.0 and PV pol inh FP z-score 0.2.
`COC(=O)N1CCCc2cc(C)ccc21` gave PV pol inh 99.0 and PV pol inh FP z-score -0.9.
For CN(C)CCC(=O)c1ccco1 the results were PV pol inh 106.0 and PV pol inh FP z-score 0.4.
`Cc1ccc(N2C(=O)CC(c3ccc4c(c3)OCO4)C3=C2CC(C)(C)CC3=O)cc1` (configuration not stated) gave PV pol inh 106.0 and PV pol inh FP z-score 1.8.
For O=C(CCCc1nc(-c2ccco2)no1)Nc1ccccc1[N+](=O)[O-] the results were PV pol inh 109.0 and PV pol inh FP z-score 0.5.
Screening Cn1c(=O)c2c(SCC(=O)N3CCCc4ccccc43)nc(-c3cccs3)nc2n(C)c1=O returned PV pol inh 102.0 and PV pol inh FP z-score -0.1.
Cc1cccc(NC(=O)c2sc3nc(N4CCOCC4)c4c(c3c2N)CC(C)(C)OC4)c1 was read as PV pol inh 109.0 and PV pol inh FP z-score 0.7.
CCOC(=O)Cc1sc(Nc2ccccn2)nc1-c1ccccc1 was read as PV pol inh 101.0 and PV pol inh FP z-score 0.
For CCc1ccc(Nc2nc(Nc3ccc(OC)c(OC)c3)nc(N3CCOCC3)n2)cc1 the results were PV pol inh 103.0 and PV pol inh FP z-score 0.2.
Cc1ccc2oc(=O)c3cc(C(=O)N(Cc4ccccc4)C(C)C)sc3c2c1 was read as PV pol inh 108.0 and PV pol inh FP z-score 0.5.
For C1=C(c2ccccc2)CC(c2ccccc2)=C1 the results were PV pol inh 102.0 and PV pol inh FP z-score 0.2.
For Cc1cccn2c(=O)c3cc(C(=O)NCc4ccccc4)c(=N)n(CCOCCO)c3nc12 the results were PV pol inh 107.0 and PV pol inh FP z-score -0.7.
Cc1ccc(C)c(CN2C(=O)c3ccccc3S(=O)c3ccc(C(=O)NCc4ccccc4Cl)cc32)c1 (configuration not stated) was read as PV pol inh 110.0 and PV pol inh FP z-score 0.6.
Cc1ccc(Cn2c(C)c3cnn(CC(=O)NCCc4ccc(Cl)cc4)c(=O)c3c2C)cc1 was read as PV pol inh 100.0 and PV pol inh FP z-score -1.1.
Screening O=C(O)c1ccc(/C=N/n2cc(-c3ccccc3)[nH]c2=S)cc1 returned PV pol inh 104.0 and PV pol inh FP z-score 0.3.
`Cn1ccsc1=NC(=O)/C=C/c1ccc(S(=O)(=O)N2CCOCC2)cc1` gave PV pol inh 103.0 and PV pol inh FP z-score 0.2.
O=C(Nc1ccccc1)Nc1cc(C2CC2)nn1-c1ccccc1 was read as PV pol inh 102.0 and PV pol inh FP z-score -0.8.
For O=S(=O)(c1ccc(Cl)cc1)c1nc(-c2ccco2)oc1SCc1ccc(F)cc1 the results were PV pol inh 105.0 and PV pol inh FP z-score -0.1.
`O=C(NCc1cccc(Cl)c1)c1cnc2ccccn2c1=O` gave PV pol inh 105.0 and PV pol inh FP z-score 1.5.
Screening CN(C)c1ccc(CN(CC2CCCO2)C(=O)COc2ccc(Cl)cc2)cc1 (configuration not stated) returned PV pol inh 111.0 and PV pol inh FP z-score 0.6.
For CCN(c1ccccc1)S(=O)(=O)c1nnc(NC(=O)c2ccccc2OC)s1 the results were PV pol inh 107.0 and PV pol inh FP z-score -0.3.
For Cc1cc(C)n2nc(SCC(=O)Nc3cc(Cl)ccc3C)nc2n1 the results were PV pol inh 103.0 and PV pol inh FP z-score -0.6.
CCOC(=O)C1CCN(C(c2cccnc2)c2c(C)[nH]c3ccccc23)CC1 (configuration not stated) was read as PV pol inh 98.0 and PV pol inh FP z-score -0.5.
`CCc1ccc(-n2nc(C)c3c(C)cc(=O)n(CC(=O)NCc4ccc(C)cc4)c32)cc1` gave PV pol inh 111.0 and PV pol inh FP z-score 0.5.
NNc1nnc2c(n1)[nH]c1ccccc12 was read as PV pol inh 107.0 and PV pol inh FP z-score 0.5.
For COC(=O)CNC(=O)c1cc(OC)c(OC)c(OC)c1 the results were PV pol inh 106.0 and PV pol inh FP z-score 1.
Screening N#Cc1c(N)sc2c1-c1ccccc1CC2 returned PV pol inh 104.0 and PV pol inh FP z-score 1.1.
For CC(/C=C1\SC(=S)N(CCC(=O)NC2CCCCC2)C1=O)=C\c1ccccc1 the results were PV pol inh 101.0 and PV pol inh FP z-score -0.1.
`CN(C)c1cc(=O)n2c(n1)SCCC2` gave PV pol inh 107.0 and PV pol inh FP z-score 0.8.
O=C(c1ccccc1)N1CCN(C(=O)c2cccc(S(=O)(=O)N3CCCC3)c2)CC1 was read as PV pol inh 104.0 and PV pol inh FP z-score 0.2.
For CCC(=O)N1CCc2cc(S(=O)(=O)Nc3cc(C)ccc3OC)ccc21 the results were PV pol inh 116.0 and PV pol inh FP z-score 1.1.
`COc1cc(OC)cc(C(=O)OC(C)C(=O)Nc2ccc(C(N)=O)cc2)c1` (configuration not stated) gave PV pol inh 107.0 and PV pol inh FP z-score 0.4.
`O=C(Nc1cnc2ccccc2c1)N1CCOCC1` gave PV pol inh 102.0 and PV pol inh FP z-score 0.2.
`OC(COCc1ccc(Cl)cc1)CN1CCCCCC1` (configuration not stated) gave PV pol inh 96.0 and PV pol inh FP z-score -0.2.
`CNc1cncc(C(=O)O)c1` gave PV pol inh 104.0 and PV pol inh FP z-score 0.5.
C/C(=N\NC(=O)c1cc2ccccc2cc1O)c1ccc(N)cc1 was read as PV pol inh 100.0 and PV pol inh FP z-score -0.2.
For O=C(Nc1ccccn1)c1ccc(Br)o1 the results were PV pol inh 101.0 and PV pol inh FP z-score -0.3.
`COc1ccc(-n2c(SCc3ccccc3F)nc3c([nH]c4ccccc43)c2=O)cc1OC` gave PV pol inh 105.0 and PV pol inh FP z-score -0.5.
`O=C(CN1C(=O)NC(Cc2ccccc2)C1=O)c1ccc(S(=O)(=O)N2CCCC2)cc1` (configuration not stated) gave PV pol inh 101.0 and PV pol inh FP z-score -0.3.
For Cc1cc(C(=O)COC(=O)CCc2nc3ccccc3c(=O)[nH]2)c(C)n1C the results were PV pol inh 123.0 and PV pol inh FP z-score 2.9.
Cc1ccc(C)c(Cn2c(=O)n(Cc3ccccc3)c(=O)c3sc4ccccc4c32)c1 was read as PV pol inh 106.0 and PV pol inh FP z-score 0.6.
Screening C(/C=C/c1ccco1)=NN1CCN(C2c3ccccc3-c3ccccc32)CC1 returned PV pol inh 102.0 and PV pol inh FP z-score 0.4.
Cc1ccc(NCCOc2ccccc2)c(C)c1 was read as PV pol inh 101.0 and PV pol inh FP z-score -0.2.
CN(C)c1nc2c(c(=O)n(C)c(=O)n2C)n1CC(=O)c1ccccc1 was read as PV pol inh 105.0 and PV pol inh FP z-score 0.2.
`COCCNC(=O)c1ccc2c(c1)C(=O)N(C)C2=O` gave PV pol inh 104.0 and PV pol inh FP z-score 0.9.
`COC(=O)CSc1nnc2n1C(C)(C)Cc1ccccc1-2` gave PV pol inh 102.0 and PV pol inh FP z-score 0.
Screening Cc1cccc(C(=O)NCc2nc(-c3ccccc3Cl)no2)c1 returned PV pol inh 103.0 and PV pol inh FP z-score 0.3.
For CC1=C(C(=O)Nc2ccccc2C(=O)NCc2ccc3c(c2)OCO3)SCCO1 the results were PV pol inh 102.0 and PV pol inh FP z-score -0.1.
Screening CCCOc1ccc(CNC(=O)c2ccc(-n3c(C)cc4c3CCC(C)C4)cc2)cc1 (configuration not stated) returned PV pol inh 106.0 and PV pol inh FP z-score 0.1.
`CCCCN(C)C(=O)Cn1cnc2sc(C)c(S(=O)(=O)N3CCC(C)CC3)c2c1=O` gave PV pol inh 106.0 and PV pol inh FP z-score 0.2.
Screening C/C=C/c1c(C)nc2sc(C#N)c(N)c2c1C returned PV pol inh 101.0 and PV pol inh FP z-score 0.
`CCN(CC)CCn1c(NCc2ccc(C)o2)nc2ccccc21` gave PV pol inh 103.0 and PV pol inh FP z-score 0.2.
CC(C)Nc1nn(CN2CCN(C(=O)c3ccccc3)CC2)c(=S)s1 was read as PV pol inh 91.0 and PV pol inh FP z-score -2.2.
Cc1ccc(S(=O)(=O)n2cccn2)cc1C was read as PV pol inh 100.0 and PV pol inh FP z-score -0.8.
For COc1ccc(C(=O)NCc2nnnn2-c2ccc(C)c(C)c2)cc1 the results were PV pol inh 105.0 and PV pol inh FP z-score -0.6.
CSc1cccc(NS(=O)(=O)c2cccs2)c1 was read as PV pol inh 101.0 and PV pol inh FP z-score -0.3.
COc1ccc(C(CC(=O)Nc2ncccc2C)N2Cc3ccccc3C2=O)cc1OC (configuration not stated) was read as PV pol inh 110.0 and PV pol inh FP z-score 0.5.
`COc1ccc(CC(=O)Nc2c(-c3ccc(F)cc3)nc3ccccn23)cc1` gave PV pol inh 97.0 and PV pol inh FP z-score -0.3.
Screening Cc1cccc(C2C=C(c3ccc(C)c(C)c3)Nc3nnnn32)c1 (configuration not stated) returned PV pol inh 100.0 and PV pol inh FP z-score -0.6.

By substructure, those above with a furan ring, fused or not (9)
`Cc1cccc(-n2c(SCC(=O)NCc3ccccc3)nc3c(oc4ccccc43)c2=O)c1` gave PV pol inh 103.0 and PV pol inh FP z-score 0.4.
Screening CC(C)(C)N1CSC(=S)N(Cc2ccco2)C1 returned PV pol inh 101.0 and PV pol inh FP z-score 0.2.
For O=C(c1ccccc1)c1ccc2nc(-c3ccco3)c(-c3ccco3)nc2c1 the results were PV pol inh 100.0 and PV pol inh FP z-score -0.2.
For CN(C)CCC(=O)c1ccco1 the results were PV pol inh 106.0 and PV pol inh FP z-score 0.4.
For O=C(CCCc1nc(-c2ccco2)no1)Nc1ccccc1[N+](=O)[O-] the results were PV pol inh 109.0 and PV pol inh FP z-score 0.5.
For O=S(=O)(c1ccc(Cl)cc1)c1nc(-c2ccco2)oc1SCc1ccc(F)cc1 the results were PV pol inh 105.0 and PV pol inh FP z-score -0.1.
For O=C(Nc1ccccn1)c1ccc(Br)o1 the results were PV pol inh 101.0 and PV pol inh FP z-score -0.3.
Screening C(/C=C/c1ccco1)=NN1CCN(C2c3ccccc3-c3ccccc32)CC1 returned PV pol inh 102.0 and PV pol inh FP z-score 0.4.
`CCN(CC)CCn1c(NCc2ccc(C)o2)nc2ccccc21` gave PV pol inh 103.0 and PV pol inh FP z-score 0.2.

Compound activity as filed in PubChem.
